# RECQ1 inh – RECQ1 (human) helicase inhibition; P46063; hit rate 0.54% among 240,000; RECQ1 DNA unwinding, red fluorescence kinetic read; Potency, µM (titrated, usually from 57.3 µM), for the others: at the top dose activity, negative = inhibition, actives largely listed as inhibitors;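 further: plate controls were vehicle for no effect and no enzyme for full effect; nearly all actives have a fitted effect of over 30% in size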
#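 RECQ1T1 50 nM; forked duplex (20 bp + 30-nt ss tails) 200 nM, ATP 2 mM final; pH 8.0, 2 mM MgCl2, 2.5 ug/ml poly(dI-dC); 15 min compound preincubation; discontinuous kinetic read over 2 h at RT.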
# SMN2 splice enh – enhancers of SMN2 splice variant expression. AID 1458. hit rate 2.8% among 210,000. HEK293 SMN2-luciferase splicing reporter, luminescence, 30-36 h. Potency, µM (titrated, usually from 46.1 µM), for inactives: at the top dose activity change, positive = activation, most hits filed as activators; further: % of control where 0% means no effect; nearly all actives have a fitted effect of over 55% in size
#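 HEK293 cells carry an SMN2 minigene-luciferase reporter in which exon 7 inclusion puts luciferase in frame. Cells were seeded at 2000 cells/well, attached for 10-12 hours, then exposed to compounds for 30-36 hours at 37C before ONE-Glo luminescence.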
# JMJD2E inh – blocks human JMJD2E demethylase activity; B2RXH2; JMJD2E catalytic domain, FDH-coupled NADH fluorescence (FDH is formaldehyde dehydrogenase); Potency, µM (top dose mostly 57.1 µM), inactives show at the top dose activity change, negative = inhibition, usual class: inhibitors; hit rate 1.6% among 230,000; AID 2147; active means well fitted inhibition curve with a large enough effect, not every such curve was filed as active; inconclusive means small, poorly fitted or top-dose-only effect, or another doubt; inactive means no such curve, though single readings can be large or run the other way;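 further: 0% = wells with enzyme and -100% = buffer wells without enzyme; nearly all actives have a fitted effect of over 50% in size; many of its hits are not listed in these tables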
# Target sequence (B2RXH2 1-337 limits assumed): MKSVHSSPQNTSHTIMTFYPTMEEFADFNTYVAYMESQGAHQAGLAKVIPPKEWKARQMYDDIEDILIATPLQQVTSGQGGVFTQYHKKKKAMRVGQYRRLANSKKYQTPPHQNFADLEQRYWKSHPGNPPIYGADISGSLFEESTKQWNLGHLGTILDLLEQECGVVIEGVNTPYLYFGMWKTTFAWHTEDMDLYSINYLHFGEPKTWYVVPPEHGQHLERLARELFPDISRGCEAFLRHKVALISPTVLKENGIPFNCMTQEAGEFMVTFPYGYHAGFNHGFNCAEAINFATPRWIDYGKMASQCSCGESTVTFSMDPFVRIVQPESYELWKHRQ
# Luc counter – blocks Kinase-Glo luciferase, a counter-screen artifact; AID 1379; Q27757; hit rate 0.28% among 200,000; Potency, µM (titrated, usually from 38.3 µM), without a hit: at the highest dose activity change, negative = inhibition, actives largely listed as inhibitors; Kinase-Glo luciferase, ATP luminescence, 8 min; further: on the % scale 0 is the no-effect control and ±100 the full control effect; nearly all actives have a fitted effect of over 60% in size
#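 Recombinant Kinase-Glo luciferase, 10 uM ATP (linear range), luciferin; imidazole pH 7.2 / KCl / MgCl2 / Tween / BSA buffer; 8 min RT; luminescence.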
# IMPase Li cell – cell-permeable IMPase inhibitors with lithium potentiation; hit rate 0.35% among 210,000; Potency, µM (highest dose often 59.4 µM), without a hit: at the top dose activity, negative = IMPase inhibition, actives largely listed as inhibitors; CHO-M1 cells, IP1 TR-FRET (IP-One), carbachol + lithium; AID 1457;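 further: IP1 builds up when IMPase is blocked and the TR-FRET signal falls; plate controls were basal vehicle for no effect and high inhibitor control for full effect; nearly all actives have a fitted effect of over 50% in size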
#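 Readout is a homogeneous TR-FRET IP1 immunoassay (Ex 320, Em 665 and 620), where raised cytosolic IP1 lowers signal. Cells were CHO-M1 treated 30 min at 37C with test compounds plus a little lithium; AC50 values came from Hill-equation fitting.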
# NPSR antagonist – neuropeptide S receptor (human) antagonism, cAMP | CHO-NPSR cells, cAMP TR-FRET, antagonist mode | Potency, µM (titrated, usually from 38.3 µM), for inactives: at the highest dose activity change, negative = inhibition, most hits filed as inhibitors | hit rate 1% among 220,000 | AID 1461; further: on the % scale 0 is the no-effect control and ±100 the full control effect; nearly all actives have a fitted effect of over 50% in size; many of its hits are not listed in these tables
# Target sequence (Q6W5P4 whole entry, looked up): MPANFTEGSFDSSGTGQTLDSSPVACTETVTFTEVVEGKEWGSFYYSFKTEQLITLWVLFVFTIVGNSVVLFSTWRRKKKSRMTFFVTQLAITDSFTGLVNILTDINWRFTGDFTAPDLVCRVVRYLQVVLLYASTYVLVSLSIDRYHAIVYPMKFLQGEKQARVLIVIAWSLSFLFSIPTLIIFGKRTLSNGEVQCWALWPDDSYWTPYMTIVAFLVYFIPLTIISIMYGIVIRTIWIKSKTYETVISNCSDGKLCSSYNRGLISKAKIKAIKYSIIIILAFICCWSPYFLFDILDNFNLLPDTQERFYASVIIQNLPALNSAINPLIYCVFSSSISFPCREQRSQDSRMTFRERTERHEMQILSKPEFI
# Epigenetic reg – epigenetic control regulation, reporter derepression; AID 1865; Potency, µM (series often up to 53.9 µM), for the others: at the highest dose GFP activation, hits mostly activators; hit rate 0.2% among 280,000; murine LDR cells, GFP reporter derepression, 30 h; further: % of control where 0% means no effect; nearly all actives have a fitted effect of over 60% in size
#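 Murine LDR cells bearing a silenced CMV-driven GFP reporter were exposed to compound for 30 h at 37 C. After PBS washes, GFP-positive cells (20-120 um objects) counted by laser-scanning microplate cytometry.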
# GoLoco inh red – blocks human Gai1 binding to RGS12 GoLoco peptide, red readout; Gai1:RGS12 GoLoco peptide FP, rhodamine, 10 min; hit rate 0.44% among 230,000; P63096; Potency, µM (series often up to 61.6 µM), inactives show at the highest dose activity, negative = inhibition, hits mostly inhibitors; active means well fitted inhibition curve with a large enough effect, not every such curve was filed as active; inactive means no such curve, though single readings can be large or run the other way; further: on the % scale 0 is the no-effect control and ±100 the full control effect; nearly all actives have a fitted effect of over 30% in size; many of its hits are not listed in these tables
# Target sequence (P63096 whole entry, looked up): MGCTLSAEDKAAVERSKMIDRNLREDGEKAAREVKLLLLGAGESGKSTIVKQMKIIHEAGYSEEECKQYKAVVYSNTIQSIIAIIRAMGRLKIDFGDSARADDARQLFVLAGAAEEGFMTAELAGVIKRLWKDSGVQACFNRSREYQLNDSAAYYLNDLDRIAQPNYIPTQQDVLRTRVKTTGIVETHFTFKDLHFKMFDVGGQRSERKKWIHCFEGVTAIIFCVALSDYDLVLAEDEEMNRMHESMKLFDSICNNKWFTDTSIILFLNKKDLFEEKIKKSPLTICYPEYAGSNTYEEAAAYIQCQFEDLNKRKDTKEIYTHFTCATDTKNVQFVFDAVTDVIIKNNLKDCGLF
# Starred values were filed as active, the others as inactive; i = inactive; u = inconclusive; x = not tested or not shown; & = joins results of further samples; [ ] = another dose, or the depositor's remark. Unless noted, the call rests on the fitted dose curve; in most records, active means well fitted curve in the direction sought with a large enough effect; inconclusive means small, poorly fitted or top-dose-only effect, or another doubt; inactive means no such curve, though single readings can be large; an effect the other way counts as inactive or inconclusive. Potency means the concentration at half of the fitted maximal effect.
SMILES,RECQ1 inh,SMN2 splice enh,JMJD2E inh,Luc counter,IMPase Li cell,NPSR antagonist,Epigenetic reg,GoLoco inh red
CCCCN(C)C(=O)c1cn(C)c2ccc(S(=O)(=O)N(C)C)cc2c1=O,-0.8%,4.9%,0.2%,1.0%,7.1%,16.4%[46.1 µM],-0.9%,7.1%
CC(C)NS(=O)(=O)c1ccc(NC(=S)NC(=O)c2ccc(-c3ccccc3)cc2)cc1,u,-44.9%[inhibitor],3.8%,-1.3%,16.6%[38.3 µM],-17.0%[46.1 µM],-2.0%,7.3%
COc1c2c(nc3ccccc13)OC(C(C)(O)CO)C2 (stereo unspecified),-8.9%&-3.1%&-7.2%,1.5%&-1.8%&-28.9%,-0.2%&0.9%&7.5%,-5.9%&-1.3%&3.4%,-11.3%,-0.6%&-6.9%[46.1 µM],-1.1%&-0.1%&-4.5%,2.3%&9.7%&10.6%
O=C(CSc1nc2ccccc2[nH]1)NCc1ccc(F)cc1,-16.7%,12.0%,3.4%,0.5%,-2.8%,-5.0%,u,10.2%
CCOC(=O)C(CC)n1nc(C)n2c(cc3occc32)c1=O (stereo unspecified),i,-16.0%&-2.1%,-26.5%,-4.2%,17.0%[38.3 µM],-2.0%[46.1 µM],0.0%&0.0%,10.9%
S=c1[nH]c2ncccc2o1,i,13.5%,2.1%,2.5%,24.0%[38.3 µM],-0.4%[46.1 µM],0.0%,2.0%
Clc1ccc(-c2cn3c(n2)CCC3)cc1,-11.8%,17.7%,7.3%,-9.5%,-14.0%[38.3 µM],27.8%[46.1 µM],0.8%,0.7%
CCOC(=O)N1CCC(=NNc2ncc(C(F)(F)F)cc2Cl)CC1,i,-4.3%,-15.8%,-1.4%,11.1%,4.5%,-0.4%,10.9%
O=C(CNC1CCCCCC1)Nc1ccc(N2CCCC2)cc1,-1.5%,13.4%,-6.4%,0.3%,9.1%[38.3 µM],-26.6%[46.1 µM],0.0%,3.7%
CC(=O)Nc1cc(-c2ccccc2)nn1Cc1ccc(Cl)cc1,-11.0%,-6.2%,-19.6%,-1.3%,-2.5%[38.3 µM],-1.0%[46.1 µM],-1.1%,-3.5%
COC(=O)c1ccc(NC2CC(=O)N(c3ccccc3C)C2=O)cc1 (stereo unspecified),3.6%,x,3.1%,6.4%,28.9%[38.3 µM],-15.8%[46.1 µM],2.7%,-25.5%
CCCCn1cnc2sc3c(c2c1=N)CCCC3,-3.6%,0.4%,4.9%,-0.9%,46.1%[activator][38.3 µM],0.9%[46.1 µM],-1.0%,-4.6%
O=C(Cn1cnc2c(nnn2Cc2ccc(F)cc2)c1=O)N1CCN(c2ccccc2)CC1,1.2%,-33.0%[inhibitor],6.2%,-1.7%,7.0%[38.3 µM],-17.1%[46.1 µM],-1.8%,2.6%
CCOC(=O)c1ccccc1NC(=O)Cn1cnc2c1c(=O)n(C)c(=O)n2C,i,-21.7%,0.9%,-4.0%,-1.2%[38.3 µM],2.7%[46.1 µM],-3.3%,-5.0%
NC1=NS(=O)(=O)NC1c1ccc(Br)cc1 (stereo unspecified),i,x,-2.1%,1.3%,6.6%,-13.8%,-0.3%,11.8%
COc1ccc(C(=O)CSc2nnc(Cn3nnc4ccccc43)n2C)cc1,-9.4%,8.1%,-4.8%,-1.9%,25.7%[38.3 µM],-2.1%[46.1 µM],0.7%,-7.3%
C[C@H](NC(=O)OC(C)(C)C)C(=O)N/N=C/C1=Cc2ccccc2OC1,-9.1%,x,23.9%,x,x,-31.3%,-2.4%,8.7%
CCOc1ccc(CN(C)CC(=O)Nc2cc(OC)c([N+](=O)[O-])cc2C)cc1,-6.6%,-14.5%,1.0%,-1.9%,21.7%,-29.5%[46.1 µM],2.3%,-43.1%
CC(C)(C)c1cccc(/C=N/O)c1O,-5.8%,-7.9%,4.9%,0.8%,-15.1%[38.3 µM],13.3%[46.1 µM],-0.5%,0.3%
COc1cccc(CNC(=O)Cc2csc(Nc3nc(=S)[nH]c4ccccc34)n2)c1,i,5.7%,-0.7%,-1.9%,0.6%,-10.2%,2.2%,2.0%
COc1ccc(-c2noc(COc3ccc4c(c3)OCO4)n2)cc1,i,1.8%,17.7%,4.9%,u,-15.9%[46.1 µM],1.1%,-12.6%
COc1ccc2c(c1)cc1n2CCN2CCCN=C12,21.9%,u,u,-3.5%,19.0%[38.3 µM],-1.1%[46.1 µM],-1.0%,17.0%
CC1CC(C)CN(CC(=O)Nc2ccc3c(c2)OCCO3)C1 (stereo unspecified),-4.2%,-32.0%[inhibitor],-8.3%,-7.1%,-7.8%[38.3 µM],-7.6%[46.1 µM],2.2%,-3.2%
COc1ccc(CCNC(=O)c2nc(-c3cccs3)no2)cc1OC,-2.4%,-42.0%[inhibitor],-3.0%,0.7%,10.9%,3.4%,-0.4%,-6.3%
O=C(CCNC(=O)c1ccc(Cl)cc1)Nc1ccc(Cl)cc1F,-3.4%,-7.0%,-1.2%,-1.7%,-6.0%,4.0%,-4.8%,4.4%

# Overlap with the part before: 2 entries, followed by the next part.
SMILES,RECQ1 inh,SMN2 splice enh,JMJD2E inh,Luc counter,IMPase Li cell,NPSR antagonist,Epigenetic reg,GoLoco inh red
COc1ccc(CCNC(=O)c2nc(-c3cccs3)no2)cc1OC,-2.4%,-42.0%[inhibitor],-3.0%,0.7%,10.9%,3.4%,-0.4%,-6.3%
O=C(CCNC(=O)c1ccc(Cl)cc1)Nc1ccc(Cl)cc1F,-3.4%,-7.0%,-1.2%,-1.7%,-6.0%,4.0%,-4.8%,4.4%
CCc1nnc(NC(=O)CSc2nnc(CNc3cccc(C)c3)n2-c2ccccc2)s1,-4.4%,9.9%,-5.3%,-5.2%,0.0%[38.3 µM],-15.4%[46.1 µM],0.0%,0.3%
NNC(=O)Cc1cn(-c2ncc(C(F)(F)F)cc2Cl)c2ccccc12,u,4.0%,0.9%,-1.5%,2.5%[38.3 µM],-7.1%[46.1 µM],-1.6%,13.6%
CC(C)c1nc2oc3c(NCC4CCCO4)ncnc3c2c2c1CCC2 (stereo unspecified),i,u,u,6.8%,11.5%[38.3 µM],u,1.3%,1.0%
O=C(Nc1cccnc1)c1cc2c(ccc3ccccc32)o1,-16.6%,11.2µM*,u,-4.2%,-17.9%[38.3 µM],-15.2%[46.1 µM],0.7%,9.4%
COc1ccc(NC(=O)CSc2nc3nc(-c4cccs4)cc(C(F)(F)F)c3c(=O)[nH]2)c(OC)c1,i,16.1%,u,-5.8%,1.5%,-13.7%,1.1%,11.9%
O=S(=O)(NCCSc1nnnn1-c1ccccc1)c1cccs1,i,x,6.1%,-0.6%,5.3%,-5.9%[46.1 µM],-1.1%,1.4%
COc1cc(C2Nc3c(F)cccc3C3C=CCC32)cc(Br)c1OC (stereo unspecified),-16.4%,-11.0%,u,-1.3%,8.2%,-16.6%,-0.9%,31.7%[activator]
Cc1ccc(S(=O)(=O)N2CCN(C)CC2)cc1[N+](=O)[O-],i,7.4%,-0.5%,-1.5%,4.4%[38.3 µM],1.5%[46.1 µM],-1.1%,9.9%
CCn1ccnc1CN(C)Cc1cn(-c2ccccc2)nc1-c1ccc(OC)cc1F,i,x,u,1.8%,6.6%,45.4%,0.0%,10.9%
COC(=O)C1CC(=O)c2sccc2C1 (stereo unspecified),i,7.7%,-2.5%,1.1%,-3.6%,10.7%,0.0%,4.7%
COc1ccc(NC(=O)CSc2nc3ccccc3cc2Cc2ccccc2)cc1,2.3%,2.3%,0.7%,-3.0%,4.1%[38.3 µM],-11.1%[46.1 µM],1.3%,-9.1%
O=C(O)C(Cc1ccccc1)N1Cc2ccccc2C1=O (stereo unspecified),-4.4%,-17.9%,-2.1%,20.5%,13.9%[38.3 µM],-7.2%[46.1 µM],-7.3%,0.2%
Cc1noc(C)c1C(=O)N1CCCC(C(=O)c2cccc(C(F)(F)F)c2)C1 (stereo unspecified),-0.8%,x,-3.9%,1.8%,9.9%,5.6%,3.4%,2.2%
CCOC(=O)N1CCN(Cc2nc(C3CC3)no2)CC1,i,x,-2.3%,x,4.9%,-15.4%,-0.1%,-2.0%
CC1(C)CC(=O)C2=C(C1)NC(Nc1nc3ccccc3o1)=NC2c1ccccn1 (stereo unspecified),u,-15.5%,u,-1.2%,-1.6%,-41.6%,0.0%,5.2%
Cc1cc(/C=N/NC(N)=S)c(C)n1-c1ccc(Cl)c(Cl)c1,i,-28.6%,-25.6%,-2.3%,14.7%,-42.4%,u,5.5%
CCCCN(CC)Cc1ccc(CNC(=S)Nc2ccccc2F)o1,i,-17.4%,0.2%,0.1%,-5.8%,4.2%,-7.5%,3.1%
COc1ccc(Cc2c[nH]c(=O)[nH]c2=O)cc1,-2.4%,-6.4%,7.4%,16.0%,24.0%[38.3 µM],-9.5%[46.1 µM],1.1%,2.1%
COC(=O)C1=C(C)Nc2c(c(=O)n(C)c(=O)n2C)C1c1ccc(C)cc1 (stereo unspecified),8.2%,u,u,0.2%,-3.6%,3.2%,2.5%,-1.0%
COCCN(CCOC)c1nc(S(=O)(=O)c2ccc(C)cc2)c(Cl)s1,i,-49.2%[inhibitor],2.3%,2.8%,19.5%[38.3 µM],-1.9%[46.1 µM],0.0%,-7.9%
COC(=O)C1=NNC2(C)C(=O)N(c3ccc(C)cc3)C(=O)C12 (stereo unspecified),-2.9%,x,-1.2%,x,x,-18.8%,6.8%,-11.5%
NCCCC[C@@H]1NC(=O)c2cc([N+](=O)[O-])cc(I)c2SC[C@@H](C(N)=O)NC(=O)[C@H](CCC(N)=O)NC1=O,i,10.7%,-3.8%,-5.0%,4.1%,13.7%,1.1%,-4.0%
Cc1ccc2c(CC(=O)OCn3nnc4ccccc4c3=O)coc2c1,-15.1%,-4.1%,-3.2%,-1.0%,9.1%[38.3 µM],10.5%[7.67 µM],-2.2%,5.4%
C#CCOc1ccc(C2C3=C(COC3=O)Nc3cc4c(cc32)OCO4)cc1OC (stereo unspecified),-10.8%,x,u,3.8%,2.7%,6.1%,-1.7%,1.8%
Cc1ccc(-c2cc(C(=O)Nc3ccc(S(=O)(=O)Nc4onc(C)c4C)cc3)[nH]n2)c(O)c1,-9.1%,x,7.9%,x,x,8.2%,0.1%,-2.8%
Cc1ccc(NC2=Nc3ccccc3CC2)cc1,20.0%,11.9%,-1.4%,-13.9%,36.4%[activator][38.3 µM],-10.6%[46.1 µM],-0.1%,9.0%

# Some of the compounds tested; count on the stated rates, not on these rows.
